# Compound activity as filed in PubChem BioAssay.
# AmpC inh det: AmpC beta-lactamase inhibition, detergent assay; P00811; purified AmpC, nitrocefin hydrolysis with detergent; Potency, µM (top dose mostly 28.7 µM), for inactives: top-dose activity change, negative = inhibition; actives 0.09% (n = 71,000); AID 584; active means well fitted curve in the direction sought with a large enough effect
# Target sequence (P00811 whole entry, looked up): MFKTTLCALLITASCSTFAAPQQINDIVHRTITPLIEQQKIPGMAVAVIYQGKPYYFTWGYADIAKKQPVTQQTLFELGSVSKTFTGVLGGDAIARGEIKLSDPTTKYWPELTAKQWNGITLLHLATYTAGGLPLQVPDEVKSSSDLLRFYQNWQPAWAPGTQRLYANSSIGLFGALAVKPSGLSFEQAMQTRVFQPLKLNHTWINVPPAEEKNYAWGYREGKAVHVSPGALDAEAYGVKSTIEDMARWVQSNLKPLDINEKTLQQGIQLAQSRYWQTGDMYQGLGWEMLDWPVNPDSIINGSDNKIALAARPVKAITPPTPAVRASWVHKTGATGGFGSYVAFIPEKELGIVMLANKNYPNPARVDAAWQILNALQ
#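 E. coli AmpC (5.3 nM) in 20 mM phosphate pH 7.0 with 0.01% Triton X-100, preincubated 15 min RT with compound; nitrocefin (2 uL of 800 uM stock) hydrolysis followed by 480 nm absorbance every 20 s over 4 min.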
# Active calls of the source: *; [ ] = dose if it differs, or a comment. On the % scale 0 is the no-effect control and ±100 the full control effect; potency means the concentration at half of the fitted maximal effect. This is a subset. The share of hits here may be higher or lower than overall.
SMILES,AmpC inh det
COc1ccccc1NC(=O)Cn1cnc2c(oc3ccccc32)c1=O,10%
O=C(Nc1nccs1)C1CCCN1S(=O)(=O)c1cccc2cccnc12 (stereo not given),9%
c1ccc(Oc2nc(Oc3ccccc3)nc(N3CCOCC3)n2)cc1,6%
Cc1ccc(OCC(=O)NCCN2CCN(C(=O)COc3ccc(C)cc3)CC2)cc1,-2%
O=C(Cn1nnc(-c2ccncc2)n1)NCCc1ccccc1,-3%
O=C(O)c1ccc(N2C(=O)C3ON(c4ccccc4)C(c4ccccc4F)C3C2=O)cc1 (stereo not given),8%
Cc1cccc(N2C(N)=NC(N)=NC23CCCCC3)c1,9%
N=C(N)c1ccc(N)cc1,1%
CCC(C)[C@H](NC(=O)NCc1cccs1)C(=O)OC (stereo not given in full),0%
COc1ccc(NC(=O)C2CCN(c3nc(C)nc4c3CCC4)CC2)cc1,-1%
Cc1cccc2nc(CSc3nncn3-c3ccccc3)cn12,11%
Cc1ccc(C2(c3ccc(C)cc3)NC(=O)N(Cc3c(C)noc3C)C2=O)cc1,-4%
Cc1cc(N2C(=O)C3CC=CCC3C2=O)cc(C)c1Br (stereo not given),4%
CS(=O)(=O)N(CC(=O)NCc1ccco1)c1cc(C(F)(F)F)ccc1Cl,-2%
CCOC(=O)/C=C1\CC(=O)Nc2cc(C)c(C)cc2N1,-3%

# Reprinted from the part before: two entries, followed by the next part.
SMILES,AmpC inh det
CS(=O)(=O)N(CC(=O)NCc1ccco1)c1cc(C(F)(F)F)ccc1Cl,-2%
CCOC(=O)/C=C1\CC(=O)Nc2cc(C)c(C)cc2N1,-3%
Cc1cc(-c2ccccc2)nc(SCc2ccc(C(=O)O)o2)n1,-3%
Nc1ncnc2c1ncn2[C@@H]1O[C@@H](C(=O)NC2CC2)[C@H](O)[C@@H]1O,0%
Clc1ccc(-c2nn3cnnc3s2)c(Cl)c1,15%
COc1ccc(OC)c(NC(=O)C2CCCNC2=O)c1 (stereo not given),-3%
CC(=O)C(Sc1ccc2nnc(-c3ccc(F)cc3)n2n1)C(C)=O,9%
CCCN1C(=O)c2ccc(C(=O)NC3CCCCC3)cc2C1=O,-6%
CNC(=O)CCc1nc(-c2ccc(C(C)(C)C)cc2)no1,-4%
Cc1ccc(-c2nc(C#N)c(NCCN3CCCCC3)o2)cc1,5%
NS(=O)(=O)c1ccc(-c2ccc([As](=O)(O)O)cc2)cc1,17%[5.75 µM]
Cc1cc(C)n(-c2ccc(F)cc2)c(=O)c1C(=O)O,-5%
Oc1ccc(Br)cc1/C=N/n1cnc2ccccc21,0%
Cn1c(=O)[nH]c(=O)c2c1nc(Br)n2CCCSc1nc2ccccc2o1,14%
CCCCCCCC/C=C\CCCCCCCC(=O)NCCc1ccc(O)c(O)c1,-8%
CCOC(=O)N1CCC(NC(=O)Cn2ncc3c2-c2cc(C)ccc2OC3)CC1,13%
O=C(O)Cn1ncc2c1-c1ccoc1CC2,12%
CCOc1ccccc1Nc1nc(N)nc(CSc2nccc(C)n2)n1,-7%
CCCCOC(=O)n1c(=O)oc2ccccc21,12%
Cc1nc2ccc(S(=O)(=O)NC(C(=O)N3CCC(C)CC3)C(C)C)cc2s1 (stereo not given),23%
CCOC(=O)Cn1c(=O)oc2cc(S(=O)(=O)NCC3CCCO3)ccc21 (stereo not given),10%
CCOc1cc(CN2CCCCC2)ccc1OC,-3%
O=C(O)CCC(O)=C1S(=O)(=O)OCCOS1(=O)=O,-4%[5.75 µM]
Cc1cc2oc(=O)cc(CN3CCCCC3)c2cc1C(C)C,11%
Cc1ccc(-n2c3c(cc(C(=O)N4CCN(C)CC4)c2=O)C(=O)CC(C)(C)C3)cc1,8%
COc1ccc(CNC(=O)c2cccc3c2C(=O)N(Cc2cccnc2)C3)cc1,0%
COc1cc(C(=O)CSc2nncn2C)cc(OC)c1OC,-2%
COc1cc(NS(=O)(=O)c2ccc(N)cc2)ncn1,-1%[12.8 µM]
Cc1onc(-c2c(F)cccc2Cl)c1C(=O)N1CCN(S(C)(=O)=O)CC1,-1%
Cc1ccc(-c2cc(C(=O)NCc3ccco3)c3ccccc3n2)o1,-4%
COC(=O)C(Cc1ccccc1)NC(=O)CSc1nc(C)cc(=O)[nH]1 (stereo not given),10%
COc1ccc(C(CNC(=O)c2ccc(S(=O)(=O)N3CCOCC3)cc2)N2CCCCC2)cc1 (stereo not given),15%

# Exported tab-delimited: 19 of the compounds above.
Structure	AmpC inh det
NS(=O)(=O)c1ccc(-c2ccc([As](=O)(O)O)cc2)cc1	17%[5.75 µM]
Cc1cc(C)n(-c2ccc(F)cc2)c(=O)c1C(=O)O	-5%
Oc1ccc(Br)cc1/C=N/n1cnc2ccccc21	0%
Cn1c(=O)[nH]c(=O)c2c1nc(Br)n2CCCSc1nc2ccccc2o1	14%
CCCCCCCC/C=C\CCCCCCCC(=O)NCCc1ccc(O)c(O)c1	-8%
CCOC(=O)N1CCC(NC(=O)Cn2ncc3c2-c2cc(C)ccc2OC3)CC1	13%
O=C(O)Cn1ncc2c1-c1ccoc1CC2	12%
CCOc1ccccc1Nc1nc(N)nc(CSc2nccc(C)n2)n1	-7%
CCCCOC(=O)n1c(=O)oc2ccccc21	12%
Cc1nc2ccc(S(=O)(=O)NC(C(=O)N3CCC(C)CC3)C(C)C)cc2s1 (stereo not given)	23%
CCOC(=O)Cn1c(=O)oc2cc(S(=O)(=O)NCC3CCCO3)ccc21 (stereo not given)	10%
CCOc1cc(CN2CCCCC2)ccc1OC	-3%
O=C(O)CCC(O)=C1S(=O)(=O)OCCOS1(=O)=O	-4%[5.75 µM]
Cc1cc2oc(=O)cc(CN3CCCCC3)c2cc1C(C)C	11%
Cc1ccc(-n2c3c(cc(C(=O)N4CCN(C)CC4)c2=O)C(=O)CC(C)(C)C3)cc1	8%
COc1ccc(CNC(=O)c2cccc3c2C(=O)N(Cc2cccnc2)C3)cc1	0%
COc1cc(C(=O)CSc2nncn2C)cc(OC)c1OC	-2%
COc1cc(NS(=O)(=O)c2ccc(N)cc2)ncn1	-1%[12.8 µM]
Cc1onc(-c2c(F)cccc2Cl)c1C(=O)N1CCN(S(C)(=O)=O)CC1	-1%

# The list continues.
SMILES,AmpC inh det
O=C1CC(c2ccco2)CC2=C1C(c1ccccc1)n1nc(C(F)(F)F)nc1N2 (stereo not given),-5%
COc1cccc(NS(=O)(=O)c2ccc3[nH]cc(C(=O)NC4CC4)c(=O)c3c2)c1,6%
COc1cc(OC)c(OC)cc1CNC(C)C(O)c1ccccc1 (stereo not given),-2%
COc1cc(NS(=O)(=O)c2ccc(OC)c(C)c2C)c(OC)cc1Cl,1%
O=C(c1ccc(N2C(=O)CCC2=O)cc1)N1CCOCC1,6%
Nc1ccc(N=Nc2ccccc2)c(N)n1,6%
Cc1cc(C(=O)N2CCN(c3ncccn3)CC2)sc1-c1ccccc1,-4%
CN(Cc1ccco1)C(=O)Cn1c(=O)oc2cc(S(=O)(=O)NCc3ccccc3)ccc21,5%
CCOc1cccc(-n2nnnc2-c2ccc(OC)cc2)c1,13%
[N-]=[N+]=CC(=O)C(Cc1ccccc1)N1C(=O)c2ccccc2C1=O (stereo not given),13%
Nc1nc(CN2CCN(c3ccccc3F)CC2)nc(Nc2ccccc2)n1,-2%
O=C(Nc1ccc(Cl)cc1)OCCn1nnnc1C(c1ccccc1)N1CCOCC1 (stereo not given),-7%
CC1(C)CC2CC(C)(CN2S(=O)(=O)c2ccc(N)cc2)C1 (stereo not given),4%
O=C(C(NS(=O)(=O)c1cccc2nsnc12)c1ccccc1)N1CCN(c2ccccn2)CC1 (stereo not given),-1%
O=C(CSc1nnc(CNc2ccccc2)o1)N1CCc2ccccc21,0%
Cn1c(SC/C=C/c2ccccc2)nnc1-c1cccs1,-4%
CN1CCc2c(sc(/N=C/c3cccs3)c2C(N)=O)C1,12%
CC[C@@H](CS(=O)(=O)O)[N+](=O)[O-],-4%[5.75 µM]
CCOC(=O)C(C)Sc1ncnc2nc[nH]c12 (stereo not given),1%
C=CCn1c(COc2ccccc2)nnc1SCC(=O)O,0%
Cn1ccnc1C(O)c1cc(C(C)(C)C)c(O)c(C(C)(C)C)c1 (stereo not given),8%
COc1ccc(C(=O)NCC(c2cccnc2)N2CCN(c3ccccc3)CC2)cc1OC (stereo not given),8%
Cc1nn(C(=O)c2ccoc2C)c(N)c1-c1ccccc1,11%
COC(=O)[C@@]1(Cc2ccc(OC)cc2)[C@H]2c3cc(C(=O)N(C)C)n(Cc4nc5ccccc5[nH]4)c3C[C@H]2CN1C(=O)c1ccccc1,-1%
CC1=C(C(N)=O)C(c2ccc(C)o2)C(C(N)=O)=C(C)N1,-5%
CCOCCCNC(=O)Cc1ccc(OC)c(OC)c1,-2%
COC(=O)c1ccc(COc2ccc(-c3nn[nH]n3)cc2)cc1,-3%
CC1(C)Cc2ccccc2-c2nnc(-c3ccc(O)cc3)n21,-4%
Cc1nn(Cc2ccc(C(=O)N3c4ccc(F)cc4CCC3C)o2)c(C)c1Br (stereo not given),-6%
O=C1N(CC(=O)N2CCc3ccccc32)CCN1Cc1ccc(Cl)cc1,-3%
CC(=O)N1CCN(C(=O)CCc2nc3sc4c(c3c(=O)[nH]2)CCCC4)CC1,-1%
CN1CCN(c2ncc3nc(-c4cc(F)cc(F)c4)c(=O)n(-c4ccccc4)c3n2)CC1,0%
Cc1c(Cl)cccc1NC(=O)CSCC(N)=O,-1%
O=C(NC1CCCCCCC1)c1ccc2c(c1)OCO2,-6%
Cc1cc(N2C(=O)c3ccc(C(=O)NCc4ccccc4)cc3C2=O)no1,-2%
Cn1c(=O)c2c(nc(SCCNS(=O)(=O)c3ccccc3)n2C)n(C)c1=O,8%
COc1ccc(N(C)C(=O)c2ccc3snnc3c2)cc1,11%
CCOC(=O)C1=C(C)NC2=C(C(=O)CC(C)(C)C2)C1c1ccc(N(C)C)cc1 (stereo not given),-5%
Cc1ccc(CN2CC34C=CC(O3)C(C(=O)NCc3ccc5c(c3)OCO5)C4C2=O)cc1 (stereo not given),15%
Cc1cc(NC(=O)CSc2ncn(-c3ccccc3)n2)no1,-1%
Cc1ccc(S(=O)(=O)NC2OC(=O)C(Cl)=C2Cl)cc1 (stereo not given),14%
Cc1nc2cc(-c3cccc(F)c3)nn2c(C)c1CCC(=O)N1CCN(c2ccccn2)CC1,10%
CC(=O)NC1CCC(C(=O)O)(c2ccccc2)C1 (stereo not given),16%
O=c1oc(-c2ccco2)nc2c1cnn2-c1ccccc1,-5%
CC(O)c1nc2ccc(Cc3ccc4nc(C(C)O)[nH]c4c3)cc2[nH]1 (stereo not given),-3%
COc1cccc(-c2ccc3ncnc(NCc4cccs4)c3c2)c1,10µM*
Cc1cc(NC(=O)COC(=O)COc2ccc3c(c2)CCC3)no1,2%
Nc1nc(-c2ccccc2)nc(-c2ccccc2O)n1,-8%
COC(=O)C(CCSC)NC(=O)C(NC(=O)C1CCC(C)CC1)C(C)C (stereo not given),-2%
O=C(CSc1nc(N2CCCCC2)nc(N2CCCCC2)n1)N1CCc2ccccc21,-3%
CC(C)OCC(O)CN1CCN(CC(O)COc2ccc3c(c2)OCO3)CC1 (stereo not given),-1%
Cc1nnc(SCC(=O)NC2CC2)n1CCc1ccccc1,-5%
CCCNC(=O)c1ccc2c(c1)ncn2-c1ccccc1OC,-4%
O=C(Cn1nc(-c2ccccc2)c2ccccc2c1=O)NCC1CCCO1 (stereo not given),-2%
CCn1cc(C(=O)NC2CCc3ccccc32)c(=O)c2ccc(C)nc21 (stereo not given),-3%
CCOC(=O)c1cnc(SCc2nc(N)nc(Nc3ccc(C)cc3)n2)nc1N,-5%
Cc1cc(Nc2ccc(F)cc2Cl)n2ncnc2n1,7%
CCOC(=O)c1cc2sccc2n1CC(=O)N1CCc2ccccc21,1%
CCc1nnc(NC(=O)CSc2nnc(-c3ccoc3C)n2-c2ccccc2)s1,1%
CC(=O)N1CCN(c2ccc(NCc3ccc(C)cc3)cc2)CC1,13%
# Remaining list, next part
SMILES,AmpC inh det
Cc1ccc(C)c(Cn2cnc3c(cnn3C(C)(C)C)c2=O)c1,8%
Nc1nnc(SCc2ccc3c(c2)OCO3)s1,-4%
CCOc1ccc(NC(=O)c2oc3ccccc3c2NC(=O)CC)cc1,-2%
CCCc1cc(=O)n2[nH]c(SCc3ccccc3)nc2n1,-2%
Cc1cc(C(=O)COC(=O)c2cccs2)c(C)n1-c1c(C)n(C)n(-c2ccccc2)c1=O,15%
COc1ccc2oc(=O)c(C(=O)N3CCN(C45CC6CC(CC(C6)C4)C5)CC3)cc2c1,0%
O=C(Nc1ccccc1)c1ccc(NCc2cccnc2)c(S(=O)(=O)N2CCOCC2)c1,-10%
CC(=O)Nc1ccc(C2NC(=O)c3ccccc3O2)cc1 (stereo not given),3%
CC(C)Sc1nc(N)c2c3c(sc2n1)CN(C)CC3,-2%
Cc1ccc(C(=O)C2CCNCC2)cc1,0%
O=C(CCCN1C(=O)c2ccccc2C1=O)Nc1nncs1,1%
COc1ccc(C)cc1-n1nnnc1SCc1nc2ccccc2s1,-1%
O=C1c2oc3ccccc3c(=O)c2C(c2cccs2)N1CCCN1CCOCC1 (stereo not given),-2%
CCCOc1ccc(N2C(=O)CC(N3CCC(c4nncn4CC)CC3)C2=O)cc1 (stereo not given),-2%
CCCn1cc(C(CC(=O)O)C(=O)O)c2ccccc21 (stereo not given),0%
C=CCN1C(=NC(=O)CCCC(=O)O)SC2CS(=O)(=O)CC21 (stereo not given),-2%
CCN1CCN(C(=O)c2cc3c(=O)n4ccccc4nc3n2Cc2ccccc2)CC1,-1%
Cc1ccnc2nc(C(=O)NC3=NCCS3)nn12,10%
O=c1[nH]c2ccc(S(=O)(=O)Nc3ccc(-c4nnc5n4CCCCC5)cc3)cc2o1,-5%
O=C(Nc1ccc2c(c1)ncn2-c1ccccc1)c1ccco1,-7%
CCOc1ccc(C(=O)OCC(=O)NCc2ccco2)cc1OCC,2%
